IMP-1 inh: IMP-1 metallo-beta-lactamase inhibitors, primary screen, biochemical, epi-absorbance readout, Pseudomonas aeruginosa enzyme. purified IMP-1, nitrocefin hydrolysis, epi-absorbance fluorescence. 290,000 tested, 0.45% active. AID 1556, 2009. inhibition, % at 5.6 µM. metallo-beta-lactamase IMP-1 (Pseudomonas aeruginosa);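 active = inhibition above the mean plus 3 SD of all compounds in the same screening run, cut at about 4.5% in these data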;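 also: 0% = IMP-1 with DMSO and 100% = DMSO wells lacking enzyme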
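System: Purified recombinant IMP-1 metallo-beta-lactamase enzyme | Measured by: Fluorescence quenching readout, ex 480/em 530 nm | Replication: Singlicate | Incubation: 15 min preincubation plus 25 min reaction at 25 °C | Evaluation: Percent inhibition from optical density relative to buffer-blank wells | Benchmarks: DMSO with and without IMP-1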
UBC9 SUMO inh: inhibitors of in vitro SUMOylation cascade, primary screen, biochemical, HTRF, uHTS. SUMO-conjugating enzyme UBC9 (Homo sapiens), P63279. HTRF SUMOylation assay, SAE1/SAE2 + UBC9. inhibition, % at 35 µM. 290,000 tested, 0.36% active; in the data active = inhibition above about 50%, passing the limit was not always enough; also: strong numbers were not always called active
Target sequence (P63279 whole entry, looked up): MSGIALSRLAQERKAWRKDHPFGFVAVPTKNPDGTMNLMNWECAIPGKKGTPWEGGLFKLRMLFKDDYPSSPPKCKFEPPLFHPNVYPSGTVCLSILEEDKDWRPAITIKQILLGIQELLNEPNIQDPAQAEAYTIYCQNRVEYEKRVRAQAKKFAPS
M18AAP inhibitor: PfM18AAP inhibitors, malaria aminopeptidase, primary screen, biochemical, QFRET, recombinant enzyme; M18 aspartyl aminopeptidase (Plasmodium falciparum 3D7); H-Glu-NHMec fluorogenic cleavage; inhibition, % at 7.35 µM; 290,000 tested, 1.2% active; AID 1822, 2009;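 active = inhibition above the campaign mean inhibition over all tested compounds plus 3 SD, cut at about 28% in these data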;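 also: 0% = plate median of test compound wells and 100% = 2 mM ZnCl2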
NS3 helicase inh: inhibitors of HCV NS3 helicase, primary screen, biochemical, Cy5 molecular beacon fluorescence; NS3 helicase DNA unwinding; 290,000 tested, 0.56% active; inhibition, % at 10.9 µM; AID 1800, 2009;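 active = inhibition above the mean of all tested compounds plus 3 SD, set per campaign, cut at about 35% in these data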;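 also: 0% = DMSO wells and 100% = thioflavine S control wells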
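Measured by: Cy5 fluorescence, 0 and 60 min reads / Assay system: NS3 helicase fragment of HCV / Control set: low DMSO, high thioflavine S at 110 µM / Times: 1 h reaction at 25 °C, ATP-initiated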
IDE cell inh: human IDE inhibitors in live cells, primary screen, fluorescence polarization, HEK cells, FAbetaB substrate; inhibition, % at 5.59 µM; 320,000 tested, 0.41% active; Insulin-degrading enzyme (Homo sapiens), P14735; AID 434962, 2010; FAbetaB cleavage;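 active = percent inhibition above the average of all tested compounds plus 3 SD, set per screening campaign, cut at about 16% in these data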;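 also: IDE supplied by intact live HEK cells; FP after avidin binding of uncleaved biotin substrate so inhibition keeps polarization high; 0% = DMSO wells and 100% = 60 µM reference IDE inhibitor Ii1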
IDE act: human IDE activators in live cells, primary screen, fluorescence polarization, HEK cells, FAbeta-B substrate; activation, % at 5.96 µM; 340,000 tested, 0.073% active; FAbeta-B cleavage; 0% vehicle, 100% cell-free pure enzyme wells; AID 493087, 2011;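 active = activation above the mean of all tested compounds plus 3 SD, set per screening campaign, cut at about 17% in these data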
VIM-2 inhibitor: VIM-2 metallo-beta-lactamase inhibitors, primary screen, biochemical, epi-absorbance readout, Pseudomonas aeruginosa enzyme | purified VIM-2, nitrocefin hydrolysis, epi-absorbance fluorescence | inhibition, % at 5.6 µM | 290,000 tested, 0.89% active;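 active = inhibition above the mean of all tested compounds plus 3 SD, cutoff set per screening run, cut at about 7.5% in these data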;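 also: red hydrolysis product quenches plate fluorescence so inhibitors raise well fluorescence; 0% = enzyme with DMSO and 100% = DMSO without enzyme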
FID counter: compounds displacing fluorescent DNA intercalator, primary screen, artefact control for HCV NS3 helicase inhibitor project, biochemical, FID fluorescence. 290,000 tested, 0.17% active. DNA fluorescent intercalator displacement. inhibition, % at 7.9 µM. AID 1845, 2009; in the data active = inhibition above about 37%;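 also: 0% = vehicle and 100% = reference compound; higher means more ethidium bromide displaced from hairpin DNA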
p-CIP stab down: p/CIP-EGFP fusion destabilizers, primary screen, fluorescence, F442A cells. 290,000 tested, 0.01% active. Q05BA5. decrease of EGFP signal, % at 10 µM. AID 1984, 2009. 16 h;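 active = EGFP signal decrease of at least 30% at 10 µM or well 3 SD below plate mean, unless failing retest; inactive = the rest, including hits failing retest or dose response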; also: some compounds called inactive have numbers as strong as hits; many of its hits are not listed in these tables
Numbers without * were called inactive; / = no result given.

SMILES	IMP-1 inh	UBC9 SUMO inh	M18AAP inhibitor	NS3 helicase inh	IDE cell inh	IDE act	VIM-2 inhibitor	FID counter	p-CIP stab down
O=C(CN1C(=O)C2C3C=CC(C4CC34)C2C1=O)Nc1cccc2ncccc12 (configuration not stated)	-0.5	2	-2	-2	3	-3	0.1	-14	-7
CCOc1ccc2ccccc2c1C1NC(=O)N(C)C(C)=C1C(=O)OCCOC (configuration not stated)	-1.4	8	-6	-1	-7	4	-1.8	-42	-5
COc1ccc(C2CC(c3ccc(OC)cc3)n3nc(NS(C)(=O)=O)nc3N2)cc1 (configuration not stated)	-1.8	2	0	-2	1	-3	-1.8	-33	6
C/C(=N/NC(=O)CNC(=O)c1cccnc1)c1cccc([N+](=O)[O-])c1	-2.5	5	-13	-12	2	1	-2.9	-4	12
COc1cc(/C=N/O)ccc1OCc1ccc(Cl)cc1	-2.2	-6	1	-11	0	/	-2.4	-7	-14
COc1ccc(CCNC(=O)CCCn2c(=O)c3cccn3c3cccnc32)c(OC)c1OC	-3.1	16	1	-3	2	0	1.6	-41	-6
COc1cccc(/C=N/n2c(-c3n[nH]c4c3CCC4)n[nH]c2=S)c1O	-3.4	15	12	7	1	4	-5.0	6	-6
COC(=O)c1sc(NC(=S)NNC(=O)c2c(Br)c(C)nn2C)c(C(=O)OC)c1C	-2.4	-8	12	-21	-5	6	-7.9	6	-1
COc1ccc(Cl)cc1C(=O)NNC1CC(=O)N(Cc2ccc(Cl)cc2)C1=O (configuration not stated)	-1.8	6	-4	13	3	4	-2.0	-27	7
Cc1ccc(CCNC(=O)CN2C(=O)COc3ccc(S(=O)(=O)N4CCCCC4)cc32)cc1	-3.6	/	-3	5	-1	3	-1.9	-41	-16
O=S(=O)(Cc1ccc(Cl)cc1)NCC1CCCO1 (configuration not stated)	-2.2	8	3	4	-3	4	-4.5	-11	-26
CCC(C)NC(=O)CSc1nc2ccccc2c(=O)n1CCCN1CCCCC1 (configuration not stated)	-1.1	-10	1	0	1	3	-1.2	3	7
CN1CCOCCOCCN(C)C(=O)N2CCOCCOCCN(CCOCC2)C1=O	2.8	15	3	12	-2	0	0.5	-17	-1
Cc1ccc(C)c(N2CCN(S(=O)(=O)c3ccc4c(c3)NC(=O)CS4)CC2)c1	-2.0	2	-13	-18	-2	-6	-0.9	-30	-4
Cc1ccc(C)c(NC(=S)NC(NC(=O)/C=C/c2ccccc2)C(Cl)(Cl)Cl)c1 (configuration not stated)	-1.1	31	-5	6	-1	2	-1.2	0	1
O=C(NN1C(=O)c2ccccc2NC1c1ccoc1)c1ccccc1 (configuration not stated)	-1.1	5	-4	5	-1	-1	-1.1	-3	5
Cc1noc(C)c1CCC(=O)O	-3.3	3	-2	2	1	0	-3.9	13	-2
Cc1ccnc(SCc2ccc(C(=O)O)cc2)n1	-0.3	20	1	1	-2	-2	-0.2	-5	-7
O=C(c1cc([N+](=O)[O-])ccc1Cl)N1CCN(c2ccc(F)cc2)CC1	-3.3	10	0	-1	-2	0	-1.6	-2	-6
O=C(CSc1nnc(Cc2cc(=O)[nH]c(=O)[nH]2)n1-c1ccc(F)cc1)NC1CCCC1	-1.1	10	-18	-2	3	5	0.5	-9	-17
CC(=O)NC1=NN(C(C)=O)C2(S1)C(=O)N(C(C)=O)c1ccc(C)cc12 (configuration not stated)	-3.6	5	1	3	2	-3	-1.6	-5	12
FC(F)Oc1ccc(NC(=S)NCc2ccccc2)cc1	-2.3	-1	1	-18	2	6	-0.3	7	-4
CCN(CC)CCn1c(NC(=O)c2ccc(C)cc2)nc2ccccc21	-4.5	20	-4	-11	2	8	-2.6	4	-7
COc1ccc(/C=N/NC(=O)C(C)n2cnc3ccccc3c2=O)cc1OC (configuration not stated)	-1.6	6	-13	17	0	0	-4.0	-17	-4
O=C(NCC(c1cccs1)N1CCOCC1)c1ccc(Cl)c(S(=O)(=O)N2CCOCC2)c1 (configuration not stated)	-0.2	16	-22	13	1	5	1.6	-21	4

Further structures
SMILES	IMP-1 inh	UBC9 SUMO inh	M18AAP inhibitor	NS3 helicase inh	IDE cell inh	IDE act	VIM-2 inhibitor	FID counter	p-CIP stab down
Cc1ccc(C(=O)Nc2nnc(SCC(=O)N3CCCc4ccccc43)s2)cc1	-3.1	8	-2	25	1	7	-2.9	-7	0
Cc1ccc(C)c(Oc2coc3cc(OC(=O)c4cccs4)ccc3c2=O)c1	-1.8	/	2	4	-1	4	-0.7	-2	/
C=CCNC(=S)N1CCC(Cc2ccccc2)CC1	-4.2	4	8	3	/	-4	-1.6	-20	-12
CCCOc1cccc(OCC(=O)Nc2nc3ccccc3[nH]2)c1	-2.6	11	-2	6	6	4	-1.1	-5	-12
CN(CC(=O)Nc1cccc(F)c1)C(=O)c1cn(-c2ccccc2)nc1-c1cccs1	-0.4	-6	-10	-28	2	2	0.1	-23	-9
c1ccc(-n2cnnc2SCc2cn3ccccc3n2)cc1	-3.2	16	2	2	-4	6	-3.3	-4	-15
Cc1cc2c(s1)c1cnn(Cc3ccccc3F)c(=O)c1n2C	0.0	-16	1	1	6	1	-1.7	-1	-9
COc1ccc(NS(=O)(=O)c2ccc(N3C(=O)CCC3=O)cc2)cc1	0.3	-5	7	11	-1	1	-0.1	1	15
NC(=O)c1ccc(Oc2cccc3cccnc23)c([N+](=O)[O-])c1	-2.3	19	-10	-8	4	2	2.1	-1	7
Cc1cc(NC(=O)CSc2nc(C(C)C)nc3ccccc23)no1	-1.0	-14	-3	-8	0	3	0.2	-11	-12
Cc1ccc(C)c(NC(=O)C2CCCN2/C=C/C(=O)C(F)(F)F)c1 (configuration not stated)	-0.4	13	4	3	1	1	-1.5	-2	4
O=C1Nc2ccccc2SC1c1ccccc1 (configuration not stated)	-2.4	-1	2	2	/	5	-2.3	-13	8
O=C(O)c1ccc(-n2nc(C(F)(F)F)c3c2-c2ccoc2CC3)cc1	0.8	3	20	37*	5	3	0.0	-22	-14
Cc1ccc2[nH]c(=O)c(CN(Cc3ccco3)C(=O)CN3CCCC(C)C3)cc2c1 (configuration not stated)	-4.4	18	4	1	6	1	-1.9	3	-9
CN1CCN(C(=O)C(C(=O)c2ccc(F)cc2)n2ccccc2=O)CC1 (configuration not stated)	-1.8	8	-6	-8	12	-1	-1.5	3	7
CC(C)(C)C(=O)Nc1ccc(N2CCCC2)cc1	-1.7	0	-2	-38	-3	3	-2.9	-2	-2
CCCC(=O)N(c1ccc2oc(C)c(C(C)=O)c2c1)S(=O)(=O)c1ccc(C(=O)O)cc1	-2.4	9	5	21	5	0	-2.8	-21	1
O=C(CNC(=O)c1ccccc1Cl)N/N=C/c1ccc([N+](=O)[O-])s1	-0.2	10	3	-1	0	2	-2.2	12	-16
COC(=O)C1C(c2ccc(OC)cc2)NC(=O)NC1(O)C(F)(F)Cl (configuration not stated)	-1.7	4	-6	-8	7	-1	-0.3	9	7
CC(=O)c1c(C)[nH]c(C(=O)OCc2ccccc2F)c1C	-2.3	5	-17	-14	0	0	0.5	-11	-11
CCCC(c1nnnn1C(C)(C)CC)N1CCN(C2CCCC2)CC1 (configuration not stated)	-5.5	3	-14	8	3	0	-1.5	10	2
C(=N\N1CCN(c2ccccn2)CC1)/C1=C(N2CCOCC2)C(=C/c2ccccc2)/CC1	-2.1	10	-1	11	-4	-2	-2.4	0	0
CCOC(=O)C1=C(c2ccccc2)Nc2nc(C)nn2C1c1cccc(OC)c1OC (configuration not stated)	-1.7	-3	-2	8	7	1	-1.9	-22	-2
CC(C)=C1C2CCC1C1C(=O)N(c3ccc(C)c(C)c3)C(=O)C21 (configuration not stated)	-1.0	18	-10	-2	3	4	0.0	-11	-4
CCN(CC)S(=O)(=O)c1ccc(N/N=C/c2ccccc2OCC(=O)O)c([N+](=O)[O-])c1	-2.2	5	-13	11	-1	9	-1.4	1	-4

Further records.
SMILES	IMP-1 inh	UBC9 SUMO inh	M18AAP inhibitor	NS3 helicase inh	IDE cell inh	IDE act	VIM-2 inhibitor	FID counter	p-CIP stab down
COc1cccc(SCc2noc(C(=O)NCc3ccccc3)c2C(=O)NCc2ccccc2)c1	/	12	/	/	-2	1	/	/	0
CC(C)C[C@H](NC(=O)NCCc1ccc(Cl)cc1)C(=O)O	-0.4	0	12	36	-1	8	-0.3	-19	-7
O=C(CN(C(=O)c1ccccc1Cl)N1C(=O)CCCC1=O)c1ccc(Cl)cc1	0.3	-2	-13	5	1	2	-0.3	-7	-13
CC(C)CNC(=O)NC(=O)COc1c(F)c(F)cc(F)c1F	-1.4	13	0	-5	1	-2	-2.5	-6	-6
CN1CCN(C(=O)CCC(=O)c2ccc(F)cc2)CC1	-3.0	16	-2	0	1	0	-3.9	2	-3
COc1cc(C(=O)N2CCN(C(=O)C(Cc3cc(C)ccc3C)NC(C)=O)CC2)cc(OC)c1OC (configuration not stated)	1.0	0	-4	4	-3	-11	1.0	-43	-11
CC(C)CNC(=S)NNC(=O)CC(C)O (configuration not stated)	-2.5	16	35*	-4	-3	1	-3.1	-2	-11
Cc1ccc([N+](=O)[O-])cc1-c1ccc(/C=N/NC(=O)CN2CCOCC2)o1	-3.8	-3	10	12	2	-4	-0.5	-6	-3
O=C(CCc1nc2ccccc2[nH]c1=O)OCC(=O)c1cccc2ccccc12	-2.9	-4	-2	13	/	/	0.9	1	-10
Cn1nc([N+](=O)[O-])c2c(-c3nc4ccccc4s3)c(N)n(C3CCCCC3)c2c1=O	-2.4	1	-10	8	-4	7	-0.8	0	-2
COC(=O)CNC(=O)c1ccc(C)s1	-5.9	-2	-3	9	2	2	-2.6	-5	2
CC(C)c1ccc(NC(=O)CN2C(=O)COc3ccc(S(=O)(=O)N4CCOCC4)cc32)cc1	-0.7	/	0	-8	0	-2	-1.8	-28	-3
Cc1ccc(CNC(=O)CCC2CCCN(Cc3ccc4cccc(F)c4n3)C2)o1 (configuration not stated)	-4.4	15	6	9	-3	/	-2.8	6	-10

4 entries from above, set out differently:
Below each SMILES – IMP-1 inh | UBC9 SUMO inh | M18AAP inhibitor | NS3 helicase inh | IDE cell inh | IDE act | VIM-2 inhibitor | FID counter | p-CIP stab down
COc1ccc(C2CC(c3ccc(OC)cc3)n3nc(NS(C)(=O)=O)nc3N2)cc1 (configuration not stated)
→ -1.8 | 2 | 0 | -2 | 1 | -3 | -1.8 | -33 | 6
Cc1ccc2[nH]c(=O)c(CN(Cc3ccco3)C(=O)CN3CCCC(C)C3)cc2c1 (configuration not stated)
→ -4.4 | 18 | 4 | 1 | 6 | 1 | -1.9 | 3 | -9
CCCC(c1nnnn1C(C)(C)CC)N1CCN(C2CCCC2)CC1 (configuration not stated)
→ -5.5 | 3 | -14 | 8 | 3 | 0 | -1.5 | 10 | 2
c1ccc(-n2cnnc2SCc2cn3ccccc3n2)cc1
→ -3.2 | 16 | 2 | 2 | -4 | 6 | -3.3 | -4 | -15

Assay outcomes deposited in PubChem BioAssay by several laboratories.
